Source: PubChem BioAssay (several laboratories)
UTI89 phage lysis – inhibition of K1F phage lysis, E. coli UTI89, bacterial capsule biogenesis inhibitors, alamar blue (AID 488966) | E. coli UTI89 K1F phage lysis, alamar blue, 2 h; higher % means a stronger effect | inhibition, % at 100 µM, or IC50 in µM where a hit was titrated | hit rate 0.02% among 340,000;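 active = phage lysis inhibition, versus mean bacterial control, above a set limit; inconclusive = no clear call, values can overlap the other calls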;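 note: capsule biogenesis inhibitors block K1F phage lysis so surviving cells raise fluorescence; higher fluorescence means more inhibition of phage lysis; actives were called in the ten point dose series up to 300 µM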
NTR1 agonist – NTR1-driven beta-arrestin-GFP spot formation – imaging, U2OS cells, high content, primary screen (AID 493036) | activation, % at 20 µM | hit rate 0.17% among 330,000 | P30989 | agonist mode;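 active = activation at or above 40% of the spot to cytoplasm intensity ratio, with at least 20 cells analyzed; inconclusive = wells under 20 cells, flagged as cytotoxic or low count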;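 note: 0% = DMSO without peptide and 100% = 100 nM NTR1 peptide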
Target sequence (P30989 whole entry, looked up): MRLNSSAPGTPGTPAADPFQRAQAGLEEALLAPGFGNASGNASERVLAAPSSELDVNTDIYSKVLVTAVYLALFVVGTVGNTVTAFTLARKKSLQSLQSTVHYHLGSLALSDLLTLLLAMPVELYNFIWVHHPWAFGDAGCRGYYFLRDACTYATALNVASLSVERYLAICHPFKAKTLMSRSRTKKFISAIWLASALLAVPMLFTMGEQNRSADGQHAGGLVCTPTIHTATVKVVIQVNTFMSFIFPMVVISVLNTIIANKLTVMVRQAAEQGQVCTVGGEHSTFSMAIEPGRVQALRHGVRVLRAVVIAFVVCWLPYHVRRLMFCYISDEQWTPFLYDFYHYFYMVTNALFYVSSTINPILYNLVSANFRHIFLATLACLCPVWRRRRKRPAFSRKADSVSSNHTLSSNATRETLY
Autophagy HCS – modulators of autophagy | hit rate 0.98% among 190,000 | AID 463193 | calls only at 10 µM (by protocol) | MEF GFP-LC3 puncta imaging; test concentration mostly 10 µM;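 active = percentage of spot-positive cells more than 3 SD above its plate mean, without a fluorescence outlier flag or 80% toxicity; inconclusive = no clear call, values can overlap the other calls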;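 note: spot-positive cell cutoff set from DMSO-treated cells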
AID2073 – inhibitors of Mint1-CaV2.2 protein interaction, biochemical, HTRF (AID 2073); one-dose inhibition, % at 20 µM; IC50 in µM for titrated hits; HTRF protein-protein interaction, Mint1-CaV2.2; higher % means a stronger effect; hit rate 0.19% among 290,000; in the data active = inhibition mostly above about 51%, no sharp cut-off; inconclusive = no clear call, values can overlap the other calls; inactive = mostly below about 53%; note: some results filed as inactive read as strong as hits
WT yeast gro inh – growth inhibition of WT yeast, mitochondrial fusion screen; mitochondrial fusion phenotypic screen, WT strain; inhibition, % at 10 µM; hit rate 2.1% among 190,000; in the data active = inhibition above about 58%; tested in S. cerevisiae
LYP inhibition – PTPN22 lymphoid phosphatase activity blockers – biochemical, fluorescence intensity, uHTS (AID 1779); recombinant LYP phosphatase, fluorescence intensity; higher % means a stronger effect; one-dose inhibition, % at 11.5 µM; IC50 in µM for titrated hits; hit rate 0.054% among 290,000; in the data active = inhibition above about 50%;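 note: plate controls were vehicle with enzyme for no effect and no enzyme for full effect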
RSV CPE inhibition – inhibition of RSV-induced cytopathic effect – HEp-2 cells, primary 10 µM value included (AID 2391); HEp-2 cells, RSV-induced CPE inhibition; higher % means a stronger effect; hit rate 0.13% among 310,000; one-dose CPE inhibition, % at 10 µM; IC50 in µM for titrated hits; in the data active = a potency from the dose series; inconclusive = CPE inhibition mostly from about 23% at the one dose, without a potency; inactive = the rest, 99 in 100 with CPE inhibition below about 21%; note: strong numbers were not always called active
GPR35 antagonists – GPR35 antagonists blocking zaprinast-driven arrestin recruitment, primary screen, imaging, U2OS, beta-arrestin-GFP, zaprinast agonist (AID 2058); U2OS GPR35 beta-arrestin-GFP translocation imaging, zaprinast antagonism; higher % means a stronger effect; inhibition, % at 10 µM; hits with a dose series show IC50 in µM; hit rate 0.052% among 290,000;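 active = inhibition of at least 50% with at least 30 cells and total cytoplasm GFP at most 10,000,000; inconclusive = under 30 cells or total GFP of 10,000,000 plus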
Dengue-2 NS5 capping – flavivirus cap methylation enzyme inhibition – biochemical, confirmation dose response, primary screen (AID 588689); hit rate 0.3% among 340,000; inhibition, % at 25 µM, or IC50 in µM where a hit was titrated; Dengue-2 NS5 methyltransferase capping enzyme assay, biochemical; higher % means a stronger effect; in the data active = a potency from the dose series; inconclusive = inhibition above about 29% without an active follow-up result
WT yeast gro inh mutant strain – further read-out of WT yeast gro inh, marked with its call; inhibition, %; mitochondrial fusion phenotypic screen, mutant strain inhibition
Autophagy HCS cell loss 18 h – recorded beside Autophagy HCS, whose call it bears; toxicity, %; measured here: cell loss, nuclei count;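 cell loss after 18 h compound exposure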
NTR1 agonist cell count 20 µM – also measured in NTR1 agonist; calls as there; cell count; measured here: cell count, cytotoxicity flag
Dengue-2 NS5 capping pilot replicate – second read-out of Dengue-2 NS5 capping, no call of its own (marks repeat the call); inhibition, %; measured here: pilot screen replicate inhibition
An asterisk follows results filed as active; i = inactive; ? = inconclusive; . = no result given; [ ] = remark or other dose.

SMILES | UTI89 phage lysis | NTR1 agonist | NTR1 agonist cell count 20 µM | Autophagy HCS | Autophagy HCS cell loss 18 h | AID2073 | WT yeast gro inh | WT yeast gro inh mutant strain | LYP inhibition | RSV CPE inhibition | GPR35 antagonists | Dengue-2 NS5 capping | others
CCN(CC)S(=O)(=O)c1cccc(NC(=O)COC(=O)c2cccs2)c1 | 0.5% | 1.0 | 52 | i | 11.1 | 2.2% | -13.4 | 13.8 | -2.0% | 0.4% | -8.1% | -0.8%
O=C(NCCS(=O)(=O)NCC1CCCO1)c1ccccc1 (stereo not given) | -0.1%[50 µM] | 0.4 | 110 | . | . | . | . | . | . | -1.7% | . | -8.8%
CCCCn1c(SCC(=O)NCc2cccs2)nc2c1c(=O)n(C)c(=O)n2C | 1.6% | 1.2 | 48 | i | -2.8 | -4.6% | 4.7 | -1.4 | -3.0% | -0.2% | 5.2% | 2.7%
CC(=O)Nc1ccc(NC(=O)CSc2nccn2Cc2ccc(Cl)cc2)cc1 | 1.2%[50 µM] | -0.3 | 46 | . | . | -7.7% | . | . | -12.4% | 1.9% | 5.0% | -5.2%
CCN(CC)c1ccc(/C=N/NC(=O)c2cc(C)nc3ccccc23)cc1 | -0.7% | 0.8 | 50 | . | . | 10.7% | . | . | 0.6% | 7.4% | 14.2% | 6.2%
O=C1/C(=C\c2cccnc2)SC(=S)N1c1ccc(F)cc1 | -0.3% | 4.8 | 27 | i | 11.2 | -1.7% | -18.8 | -8.9 | -6.8% | 4.1% | 8.7% | 5.4%
COc1cc(CNc2nnnn2C)cc(OC)c1OC | 0.0% | 0.8 | 72 | . | . | 8.6% | . | . | -3.0% | 1.0% | -1.3% | -10.1%
COc1cc2nc(CN3CCN(C(C)=O)CC3)[nH]c(=O)c2cc1OC | 0.0% | 0.5 | 54 | i | -2.5 | 9.6% | -20.7 | 9.2 | 9.0% | -0.6% | -11.3% | .
COc1cc([N+](=O)[O-])ccc1NC(=O)CSc1nccn1C | 0.3% | -1.6 | 64 | i | -20.0 | 9.2% | -4.2 | -3.6 | -3.3% | 4.3% | 2.1% | -1.5%
Cc1ccnc(NC(=O)C2(c3cccs3)CCOCC2)c1 | 0.3% | -0.1 | 77 | i | 9.9 | 2.9% | -34.1 | 6.2 | -7.3% | 0.9% | -6.4% | 2.6%
Cc1cccn2c(=O)c3cc(S(=O)(=O)c4ccc(F)cc4)c(=N)n(Cc4ccco4)c3nc12 | 0.6% | 4.5 | 47 | . | . | 61.0% | . | . | -7.6% | . | 1.0% | 13.1%
O=C1CC(N2CCN(c3ccccn3)CC2)C(=O)N1CC(c1ccccc1)c1ccccc1 (stereo not given) | 0.1% | 3.9 | 78 | i | -9.0 | 10.3% | 35.8 | 17.1 | -2.4% | 1.2% | 3.1% | 2.3%
CC(=O)NCCc1cc2cc(C)c(C)cc2[nH]c1=O | 0.6% | -0.4 | 44 | i | -10.2 | -3.1% | 5.4 | 4.6 | 1.9% | 5.6% | 9.6% | -7.6%
CCn1c(SC(C)C(=O)NC2CCCc3ccccc32)nnc1-c1cccs1 (stereo not given) | -0.3% | -0.1 | 51 | i | -15.6 | -4.1% | -8.9 | -11.2 | -8.7% | 1.2% | -2.2% | -10.3%
CCc1ccc2[nH]c(=O)c(CN(CCO)C(=O)NCc3ccccc3)cc2c1 | -0.4% | -0.9 | 51 | . | . | -0.7% | 0.6 | -7.2 | -3.2% | 0.4% | 2.9% | -5.5%
O=C1CSC(=S)N1c1cccnc1 | -6.1% | 4.0 | 61 | i | 21.0 | 0.2% | 3.4 | 7.3 | -9.7% | 1.9% | -22.0% | -10.4%
CN1C(=O)c2ccccc2N(C)C1c1ccc(F)cc1 (stereo not given) | -0.1% | 0.6 | 41 | . | . | 10.7% | . | . | -8.7% | 2.2% | -1.2% | -5.9% | Dengue-2 NS5 capping pilot replicate=2.7
COc1ccc(N(C(=O)C2CCCCC2)C2C=CS(=O)(=O)C2)c(OC)c1 (stereo not given) | -0.8% | -0.4 | 53 | i | 0.7 | -1.3% | 2.4 | 1.6 | 2.0% | 1.0% | -13.1% | -2.8%
CC(=O)c1cc(F)c(N2CCN(C(=O)c3ccco3)CC2)cc1C | 0.4% | -1.3 | 61 | i | 2.8 | 1.5% | -14.1 | -7.1 | 3.8% | 4.2% | -9.8% | -2.1%
CCC(C)c1ccc(NC(=S)NCCn2cc(Cl)cn2)cc1 (stereo not given) | -1.5% | 4.0 | 42 | i | -3.6 | -12.9% | 59.8 | 66.2 | 0.3% | 11.6% | -13.2% | -9.2%
CC(NCC(=O)Nc1ccccc1C(=O)NC1CC1)c1ccccc1Cl (stereo not given) | 0.3%[50 µM] | 0.2 | 50 | . | . | . | . | . | . | 0.7% | . | -1.5%
CCCCCCc1ccc(N2C[C@H](Cc3ccccc3)[C@@H](CC(=O)NCc3ccc(OC)cc3)C2=O)cc1 | -0.5% | 12.9 | 82 | . | . | 6.6% | . | . | -5.6% | -0.5% | -3.8% | -7.0%
CCn1cc(-c2cc(C(=O)O)on2)c(C)n1 | . | 1.5 | 50 | i | 5.3 | -10.7% | 0.0 | 4.5 | -3.4% | 2.1% | 20.2% | .
CS(=O)(=O)N1CCN(c2ccccc2NC(=O)Nc2cccc(Cl)c2)CC1 | 0.4% | 4.0 | 59 | . | . | -1.0% | . | . | -5.0% | 10.3% | -25.3% | 1.3% | Dengue-2 NS5 capping pilot replicate=0.0
CC1(C)CNc2cc([N+](=O)[O-])ccc2S1 | 0.0% | -1.6 | 73 | i | 6.0 | 9.6% | -4.0 | 15.7 | 1.2% | 5.0% | 4.3% | 0.0%
CC(C)NC(=O)c1ccccc1N(Cc1ccccc1)S(C)(=O)=O | 2.0% | -2.4 | 80 | i | -6.6 | 3.6% | -2.6 | -0.1 | -7.8% | 1.3% | 19.2% | 0.8%
Cc1cc(NC(=S)Nc2ccc(C)c(Cl)c2)n[nH]1 | 0.5% | 5.1 | 44 | i | 14.1 | 22.8% | 74.7* | 71.0* | -8.7% | 11.8% | -13.8% | 0.0%
Cc1cccc(NC(=O)c2cc([N+](=O)[O-])ccc2Cl)c1O | 1.3% | . | . | i | 13.1 | 5.3% | 4.9 | -0.8 | -9.0% | 5.7% | 10.4% | .
Cc1cccc(C(=O)OCC(=O)N2CCCCCC2)c1O | 0.6%[50 µM] | 1.3 | 53 | . | . | . | . | . | . | -0.5% | . | -4.5%
CCc1cccc(OCC(=O)Nc2ccc(C(=O)O)cc2NC(=O)COc2cccc(CC)c2)c1 | 0.9% | 1.3 | 73 | . | . | 11.3% | . | . | -2.0% | 6.8% | 0.0% | 2.6%
O=C(N1CCCCC1)N1CCN(C(c2ccccc2)c2ccccc2)CC1 | 0.1% | 3.2 | 57 | i | -3.4 | 49.3% | 40.7 | 23.9 | 7.0% | 2.5% | -0.6% | -2.8%
COc1cc(-c2nc(C(F)(F)F)c(OC)o2)cc(OC)c1OC | 4.0% | 5.2 | 28 | i | 20.4 | -9.4% | 19.6 | 4.2 | -10.8% | 0.3% | -7.9% | 0.0%
CCOC(=O)CSc1nnc(NC(=O)CN2CCCCC2)s1 | 0.3% | -1.1 | 95 | . | . | 10.3% | . | . | -6.0% | 0.3% | 4.8% | -2.0%
FC(F)(F)COc1nc(N2CCOCC2)nc(N(c2ccccc2)c2ccccc2)n1 | 6.5% | 6.7 | 47 | i | -6.4 | -2.6% | 53.7 | -0.8 | 3.0% | 0.5% | -18.3% | -5.4%
COc1ccc(C)cc1NC(=O)CNC(C)C(=O)Nc1ccc(C(C)=O)cc1 (stereo not given) | 0.0% | 1.7 | 89 | . | . | 5.0% | . | . | -6.9% | -0.2% | 18.3% | -5.9%
CC(C)C(=O)NC(Nc1cc(C(F)(F)F)ccc1Cl)C(Cl)(Cl)Cl (stereo not given) | 1.5%[50 µM] | 7.3 | 59 | i | 8.9 | 2.1% | 13.2 | 9.2 | 2.1% | 1.2% | 4.9% | -2.6%
O=C(N1CCN(Cc2ccccc2)CC1)C12CC3CC(CC(C3)C1)C2 | 0.4% | 1.5 | 39 | i | -3.7 | -8.4% | -20.9 | -60.7 | -0.3% | 0.7% | 2.9% | 10.7%
CCC(=O)c1cn(CC(=O)Nc2cc(C)ccc2C)c2ccccc12 | 0.4% | 2.0 | 76 | . | . | -5.7% | . | . | -10.4% | 0.1% | -2.5% | -5.3% | Dengue-2 NS5 capping pilot replicate=-6.1
O=C(Cc1cc(=O)oc2cc(O)ccc12)NC(Cc1ccc(Cl)cc1)C(=O)O (stereo not given) | -1.1%[50 µM] | -2.3 | 101 | . | . | ? | . | . | -27.4% | 0.1% | -2.7% | 0.0%
CCCCCCNC(=O)CNC(=S)N(Cc1cccs1)C1CCCCC1 | 0.2% | 10.0 | 78 | . | . | 25.8% | . | . | 3.5% | ? | -0.8% | -1.3%
CNCCCCOc1ccc(C(C)(C)C)cc1Cl | 0.9% | 0.6 | 45 | i | 13.7 | -9.2% | 24.6 | 33.2 | 5.7% | -2.2% | 6.5% | -0.7%
COc1cc(C(=O)/C=C/c2cccnc2)ccc1O | 0.0% | 2.9 | 51 | . | . | -8.6% | . | . | -4.9% | 9.7% | 8.3% | 9.8%
COc1ccc(CNC(=O)CCNS(=O)(=O)c2cc(Br)cnc2N)cc1 | 0.2% | -1.1 | 53 | . | . | 1.2% | . | . | -3.4% | 1.6% | -6.7% | 3.5%
O=C(/C=C/c1ccc(Cl)cc1Cl)OCC(=O)N1CCCC1 | 0.0%[50 µM] | 0.7 | 65 | . | . | . | . | . | . | 1.6% | . | 0.7%
CC1=CC(C)C(/C=N/N=C(N)N)C(C)C1 (stereo not given) | -0.9% | 0.7 | 46 | . | . | 3.9% | . | . | 0.0% | 0.3% | 0.9% | -4.6%
CC(C)(C)c1ccc(C(=O)NCc2nnc(SCC(=O)NCC3CCCO3)o2)cc1 (stereo not given) | 0.6%[50 µM] | 0.9 | 63 | . | . | 4.5% | . | . | -7.7% | -0.1% | -10.6% | -7.1%
